Bioassay records as filed in PubChem BioAssay.
SIAE inh: inhibitors of human sialic acid acetylesterase SIAE; 370,000 tested, 0.69% active; inhibition, % at 9.66 µM; Q9HAT2; SIAE FP-Rh probe binding, fluorescence polarization;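 active = inhibition above a cutoff: mean of compounds within the control limits plus 3 SD of those, cut at about 17% in these data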;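 also: 0% = plate median of compound wells and 100% = probe without SIAE protein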
ASAP1 GAP inh: ASAP1 ArfGAP inhibition | 360,000 tested, 0.19% active | ASAP1-stimulated ARF1 GTP hydrolysis, GDP FP detection | Q9ULH1 | inhibition, % at 16.5 µM; in the data active = inhibition above about 25%;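 also: 0% = vehicle with enzyme and substrate and 100% = no enzyme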
ADAM10 inh: inhibitors of human ADAM10; O14672; recombinant ADAM10, EDANS/DABCYL FRET peptide cleavage, 3 h; AID 720582; inhibition, % at 7 µM; 370,000 tested, 0.62% active;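 active = inhibition above a per-campaign cutoff equal to the mean of compounds falling between control-based bounds plus 3 SD, cut at about 20% in these data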;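 also: 0% = DMSO wells while the 100% control is not disclosed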
Target sequence (O14672 214-748 limits assumed): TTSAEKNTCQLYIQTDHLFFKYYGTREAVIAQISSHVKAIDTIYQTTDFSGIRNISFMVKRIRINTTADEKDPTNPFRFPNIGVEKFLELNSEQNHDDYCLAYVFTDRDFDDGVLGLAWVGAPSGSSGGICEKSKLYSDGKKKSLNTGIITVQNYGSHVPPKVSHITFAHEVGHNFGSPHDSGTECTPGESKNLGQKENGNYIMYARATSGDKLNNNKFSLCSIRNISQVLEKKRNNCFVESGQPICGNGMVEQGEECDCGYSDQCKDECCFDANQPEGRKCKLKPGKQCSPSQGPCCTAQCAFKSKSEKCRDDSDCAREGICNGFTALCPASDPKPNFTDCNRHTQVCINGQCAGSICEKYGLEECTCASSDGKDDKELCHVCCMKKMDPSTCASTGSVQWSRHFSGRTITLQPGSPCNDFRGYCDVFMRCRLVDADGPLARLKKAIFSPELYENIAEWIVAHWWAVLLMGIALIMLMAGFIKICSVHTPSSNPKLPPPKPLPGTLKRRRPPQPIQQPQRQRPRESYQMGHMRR
Tn7 DDE FP: DD(E)-Tn7 binding inhibition, primary FP screen; P02675; FP displacement of FITC-Tn7 peptide from fibrin DD(E); 0% = median of compound wells per plate; inhibition, % at 8.3 µM; 370,000 tested, 0.13% active; AID 720508;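 active = inhibition above the mean of compounds falling within the control limits plus 3 SD of them, cut at about 14% in these data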;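 also: 0% = plate median of compound wells and 100% = 10 µM Aha-Tn7 peptide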
Target sequence (P02675 whole entry, looked up): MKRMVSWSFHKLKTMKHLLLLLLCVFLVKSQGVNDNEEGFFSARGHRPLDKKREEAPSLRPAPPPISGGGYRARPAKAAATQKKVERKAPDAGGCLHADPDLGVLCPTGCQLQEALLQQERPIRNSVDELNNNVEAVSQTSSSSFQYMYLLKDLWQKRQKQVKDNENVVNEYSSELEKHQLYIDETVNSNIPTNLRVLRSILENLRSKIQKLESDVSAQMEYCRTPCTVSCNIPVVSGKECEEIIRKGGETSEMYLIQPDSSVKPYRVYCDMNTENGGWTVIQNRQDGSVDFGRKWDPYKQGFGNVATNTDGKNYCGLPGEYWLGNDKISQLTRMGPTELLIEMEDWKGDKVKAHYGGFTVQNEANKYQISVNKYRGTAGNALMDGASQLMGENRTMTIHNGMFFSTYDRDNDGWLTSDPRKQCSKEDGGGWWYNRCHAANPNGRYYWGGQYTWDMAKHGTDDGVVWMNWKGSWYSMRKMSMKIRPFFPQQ
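Also added: labelled Tn7 tracer, 0.1 µM; Assay system: human fibrin DD(E) protein; Amount: 2 µM fibrin DD(E); Schedule: 10 min compound pre-incubation, 3 h probe incubation at room temperature; Repeats: one replicate per compound; Read-out basis: percent inhibition; Measured by: fluorescence polarization of the labelled Tn7 tracer.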
TDP2 absorb: blocks human TDP2 phosphodiesterase activity | O95551 | recombinant TDP2, T5PNP hydrolysis, p-nitrophenol absorbance 415 nm | inhibition, % at 12.8 µM | 370,000 tested, 0.34% active;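 active = inhibition above the mean of all tested compounds plus 3 SD, set per campaign, cut at about 25% in these data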;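 also: 0% = DMSO with enzyme and 100% = buffer with substrate but no TDP2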
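Material: recombinant human TDP2; quantity: TDP2 enzyme at 120 nM final; medium: Tris-HCl pH 7.5 with MgCl2; compound: single concentration, 12.8 µM nominal, with 1% DMSO; incubation: 2 h enzyme incubation at 37 °C; signal: epi absorbance; measure: percent inhibition; benchmarks: high control without enzyme, low control DMSO plus TDP2; repeats: singlicate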
ARFGAP1 inh: inhibits rat ARF GTPase activating protein 1; Arfgap1-stimulated ARF1 GTP hydrolysis, GDP FP detection; inhibition, % at 16.5 µM; 360,000 tested, 0.26% active; AID 651572; Q62848;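 active = inhibition above a per-plate limit, mean inhibition of low control wells plus 3 SD, cut at about 25% in these data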;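 also: 0% = DMSO wells with enzyme and 100% = wells lacking Arfgap1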
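System: truncated rat Arfgap1 GAP domain / Benchmarks: high control wells lacking Arfgap1, low control full reaction with DMSO / Times: compound-enzyme preincubation 20 min, reaction 120 min, detection 60 min, 25 °C / Repeats: one replicate per compound / Also added: human ARF1(Δ1-17)-GTP substrate / Measured by: Tracer-displacement fluorescence polarization with EDTA stop, 620/688 nm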
PLC-gamma1 inh: inhibitors of human phospholipase C gamma1; P19174; purified PLC-gamma1, fluorogenic substrate, fluorescence; AID 720700; inhibition, % at 12.2 µM; 370,000 tested, 0.84% active; in the data active = inhibition above about 9.5%
ADAM17 inh: ADAM17 inhibition, QFRET primary screen | P78536 | recombinant ADAM17, EDANS/DABCYL FRET peptide cleavage | inhibition, % at 6.95 µM | 370,000 tested, 0.83% active | AID 720648;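 active = inhibition above the mean of compounds lying between control limits plus 3 SD, set per campaign, cut at about 8.5% in these data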;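 also: 0% = DMSO-only wells as the low control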
PLCb3 inh: blocks human PLC-beta3 enzyme activity | 370,000 tested, 0.18% active | AID 720704 | Purified PLC-beta3, fluorogenic substrate, fluorescence | inhibition, % at 12.2 µM; in the data active = inhibition above about 11%;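 also: 0% = median of compound wells on plate and 100% = full blocker control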
DDE Tn6 FP inh: inhibitors of Tn6 peptide binding to human fibrin DD(E) | P02675 | Fibrin DD(E) TRITC-Tn6 fluorescence polarization displacement | inhibition, % at 8.3 µM | 370,000 tested, 0.21% active | AID 720509;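 active = inhibition above a per-campaign cutoff: mean of compounds within control limits plus 3 SD, cut at about 15% in these data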;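 also: 0% = median of all compound wells on the plate and 100% = blocking peptide control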
An asterisk follows results filed as active; i = inactive; / = no result given. Compounds as they come; any-hit rate near 3.6%.

SMILES	SIAE inh	ASAP1 GAP inh	ADAM10 inh	Tn7 DDE FP	TDP2 absorb	ARFGAP1 inh	PLC-gamma1 inh	ADAM17 inh	PLCb3 inh	DDE Tn6 FP inh
COc1cc(C(=O)NCc2ccc(-c3nc4ccccc4o3)cc2)cc(OC)c1OC	-8	7	1	-8	-14	-1	9	2	2	-4
Cc1n[nH]c(=O)nc1NCc1ccco1	-2	0	-3	-4	-5	-6	4	0	3	-6
COc1cc2[nH]c(=O)n(Cc3ccc(C(=O)NCCCN4CCN(C)CC4)cc3)c(=O)c2cc1OC	1	10	-42	-5	9	2	-2	-11	2	1
CC1(CCc2ccc3c(c2)OCO3)NC(=O)c2ccccc2N1 (stereo not drawn)	3	-6	i	1	-7	-1	i	-281	i	1
O=C(Nc1ccc(C#Cc2ccccc2)cc1)C1CC1	-1	-6	-6	-4	-7	-9	5	2	2	-1
COc1cc(CC(=O)OCC(=O)NCc2ccco2)cc(OC)c1OC	12	3	-23	7	9	3	-4	-7	-4	2
O=C(c1ccccc1)c1coc2ccc(O)c(CN3CCOCC3)c12	-3	3	9	10	7	5	-3	-5	-4	1
CCn1c(S(=O)(=O)O)nc2ccccc21	-4	-1	-8	0	-9	7	2	-5	-12	-3
Cc1ccc(NC(=S)NNC(=S)Nc2ccc(C)cc2C)cc1	18*	-8	-1	2	3	-2	-1	-4	-7	-1
CC(=NOC(=O)c1ccc(I)cc1)c1nccs1	-2	7	-5	-4	-10	2	4	5	2	3
COc1ccccc1NC(=O)N1CCC(c2nc3ccccc3o2)CC1	6	-7	2	6	5	-7	-2	-3	-5	7
Nc1ncnc2c1ncn2[C@@H]1O[C@H](C(=O)NCC2CCN(Cc3ccccc3)CC2)[C@@H](O)[C@H]1O	-1	-5	-1	2	-11	-3	7	-1	3	1
CCCN1CCN(CCCNC(=O)C2CCN(c3nnc(-n4c(C)ccc4C)s3)CC2)CC1	0	0	-14	-5	21	-3	-3	-4	-13	1
CCN1CCN(c2ccc(S(=O)(=O)N3CCCCC3)cc2NC(=O)Cc2ccc(OC)cc2)CC1	-2	-4	-3	4	0	6	0	-1	-5	2
Cc1ccccc1NC(=O)CCC(=O)N/N=C/c1cccnc1	-6	-14	-1	4	-3	-12	3	-5	-6	-5
O=C(Nc1cccc(O)c1)C1CC(c2ccc(Cl)cc2)=NO1 (stereo not drawn)	5	13	-4	-8	10	-4	-1	-2	-6	-2
O=C1CC(C2CCCO2)C(=O)N1Cc1ccccc1 (stereo not drawn)	0	2	11	0	0	0	0	2	3	-3
Cc1ccc(NC(=O)CN(C)C(=O)c2cn(Cc3ccccc3)nc2-c2cccnc2)cc1	-8	-2	4	-5	-10	-1	4	-2	0	1
C=CCOc1nc2c(c(=O)n(C)c(=O)n2C)n1C	4	-15	-4	-2	-5	18	4	1	1	2
O=c1nc2ccccn2c2ccc(S(=O)(=O)N3CCCCC3)cc12	-2	2	i	6	9	-1	-113	-298	-165	-2
CC(C)CNc1nc(N)c([N+](=O)[O-])c(NCC2CCCO2)n1 (stereo not drawn)	8	10	1	-6	-6	2	5	1	4	2
N#Cc1nc(-c2ccc(OCc3ccc(Cl)cc3)cc2)oc1NCc1cccnc1	7	-9	5	6	-4	8	-3	-2	-3	6
Cc1ccc(SCC(=O)N/N=C/c2ccco2)cc1	3	14	7	0	-11	2	-1	-1	-2	0
CC(=O)c1cccc(-c2ccnc3c2CC(C(=O)NCc2ccc(N4CCN(C)CC4)cc2)O3)c1 (stereo not drawn)	0	3	3	-3	3	1	2	-2	9	-4
CC(C)N(Cc1nc(-c2ccccc2)no1)C(=O)CSc1ccccc1	6	5	5	5	9	-10	-1	0	2	-5

Brought forward from above: 5 compounds, followed by the next part.
SMILES	SIAE inh	ASAP1 GAP inh	ADAM10 inh	Tn7 DDE FP	TDP2 absorb	ARFGAP1 inh	PLC-gamma1 inh	ADAM17 inh	PLCb3 inh	DDE Tn6 FP inh
CC(C)CNc1nc(N)c([N+](=O)[O-])c(NCC2CCCO2)n1 (stereo not drawn)	8	10	1	-6	-6	2	5	1	4	2
N#Cc1nc(-c2ccc(OCc3ccc(Cl)cc3)cc2)oc1NCc1cccnc1	7	-9	5	6	-4	8	-3	-2	-3	6
Cc1ccc(SCC(=O)N/N=C/c2ccco2)cc1	3	14	7	0	-11	2	-1	-1	-2	0
CC(=O)c1cccc(-c2ccnc3c2CC(C(=O)NCc2ccc(N4CCN(C)CC4)cc2)O3)c1 (stereo not drawn)	0	3	3	-3	3	1	2	-2	9	-4
CC(C)N(Cc1nc(-c2ccccc2)no1)C(=O)CSc1ccccc1	6	5	5	5	9	-10	-1	0	2	-5
CC(C)CCn1cnc2c(NCc3ccccc3)ncnc21	-4	-2	-6	7	-3	-7	-2	-6	-1	-5
O=C(Oc1ccc(/C=N/O)cc1)c1ccccc1Cl	-4	-13	0	3	11	-2	0	-1	4	-1
CN(C(=O)c1cccc(NC(=O)Cc2cccc(NC(=O)C3CCN(S(=O)(=O)c4cccc([N+](=O)[O-])c4)CC3)c2)c1)C1CC1	-12	7	-1	2	-2	1	0	2	1	5
Cc1noc(N)c1C(=O)Nc1ccc(F)cc1	3	-12	0	-4	5	6	0	-1	-1	-4
O=C(Cc1ccsc1)N1CCN(S(=O)(=O)c2cccc(F)c2)CC1	-4	-12	0	0	1	-6	0	2	-4	10
COc1ccc(Cc2c(-c3ccccc3)nc3c4ccccc4ccn23)c(C)c1	-3	8	-17	3	-2	2	-13	-7	-17	-6
Cc1cc(NC(=O)CSc2nnc(-c3ccccc3Cl)o2)no1	-2	-12	1	-6	9	2	-5	-1	-15	-3
Cc1ccc(-c2ccc(=O)n(CC(=O)NCC3COCCO3)n2)cc1 (stereo not drawn)	-1	-1	-18	5	4	2	-5	-9	-14	8
NC(=O)CC1SC(N)=NC1=O (stereo not drawn)	1	4	8	1	-2	-7	0	2	8	6
COC(=O)c1cc(S(=O)(=O)NCc2ccc(F)cc2)cn1C	-3	-1	-1	1	-3	7	3	1	4	3
COc1ccc(-c2csc(C(C)(O)c3ccccc3)n2)cc1OC (stereo not drawn)	-1	7	3	4	3	-3	2	1	1	0
COc1ccc(NC(=O)CC(NCc2ccccn2)C(=O)O)cc1 (stereo not drawn)	5	11	-1	-3	5	-8	2	0	3	2
Cc1ccc(NC(=O)COC(=O)c2ccc[n+]([O-])c2)c(Br)c1	-3	-5	-1	-8	5	6	-8	-1	-12	3
CCOc1cc(C2/C(=C(/O)c3ccc(S(=O)(=O)N4CCCCC4)cc3)C(=O)C(=O)N2CCOC)ccc1O (stereo not drawn)	4	2	4	1	-6	9	1	-1	-5	8
COc1cccc(C=Nc2ccc3c(c2)CCC3)c1O	-1	7	-13	-7	5	3	-3	1	-7	-2
COCCn1cnc2c1c(=O)n(Cc1ccc(Br)cc1)c(=O)n2Cc1ccccc1	-1	-4	7	5	8	-13	2	5	-2	5
COC(=O)C1CCN(C(=O)c2cc(OC)c(OC)c(OC)c2)CC1	6	-15	-1	3	4	2	1	-2	0	-1
COc1ccc(NC(=O)CSc2nc3ccccc3c(=O)n2CCCC(=O)NCC2CCCO2)c(OC)c1 (stereo not drawn)	0	1	-7	4	-10	8	-1	1	-2	1
O=C1c2cccc3cccc(c23)C(=O)N1c1ccccc1Cl	-8	-2	-222	-4	4	-5	-9	-88	-14	-6
COC(=O)c1ccccc1NC(=O)CSc1n[nH]c(-c2ccncc2)n1	-1	-6	-2	-1	19	3	1	1	-6	-4
Cc1cccc(NC(=O)CN2CCN(C(=O)CN3C(=O)NC4(CCCCC4C)C3=O)CC2)c1C (stereo not drawn)	3	6	-6	2	-4	-4	2	-1	-6	-6
O=C(c1cc(=O)[nH]c2ccccc12)N1CCN(c2ccc([N+](=O)[O-])cc2)CC1	0	0	6	1	-5	-3	0	2	-3	0
CCCCCN(C(=O)CCC(=O)OCc1ccccc1Cl)c1c(N)n(CCCC)c(=O)[nH]c1=O	-1	12	2	-5	-17	3	1	0	-4	-10
CCS(=O)(=O)N1Cc2ccccc2CC1C(=O)Nc1ccc(C)cc1 (stereo not drawn)	-2	-11	-1	-1	-20	-2	-1	0	-5	3
CCOc1ccccc1N1C(=O)CC(Sc2n[nH]c(-c3ccccc3)n2)C1=O (stereo not drawn)	-2	3	-6	0	-4	-11	-1	-1	1	-7
Additional compounds
SMILES	SIAE inh	ASAP1 GAP inh	ADAM10 inh	Tn7 DDE FP	TDP2 absorb	ARFGAP1 inh	PLC-gamma1 inh	ADAM17 inh	PLCb3 inh	DDE Tn6 FP inh
CN1CCN(c2ccc(NC(=O)c3ccc([N+](=O)[O-])o3)cc2Cl)CC1	-3	-8	13	-7	-13	-1	5	2	5	5
Cc1ccc(C(=O)O/N=C(\N)c2ccccn2)c(C)c1	5	-2	-6	-2	3	14	1	1	-2	2
C/C(=N\NC(=O)c1ccccc1O)c1ccc(NC(=O)c2ccccc2)cc1	12	4	-16	-1	4	-3	-12	-5	-23	-5
Nc1nc2ccccc2n1S(=O)(=O)c1ccc(Cl)cc1	-1	3	1	-3	-9	5	3	6	3	-1
CCn1nc(C)c(CNC(=O)C2CCC(=O)N(CCc3ccc(OC)cc3)C2)c1C (stereo not drawn)	6	-12	-16	1	-6	-5	7	-4	5	-1
CC1=C(C(=O)OCC(C)C)C(c2cccs2)NC(=S)N1 (stereo not drawn)	9	-9	-1	-3	6	-9	2	0	1	-1
Cc1ccc(C(=O)Nn2cnnc2)cc1	-3	2	-5	3	8	3	2	-3	-2	6
O=[N+]([O-])c1ccc(F)c(CN2CCN(c3ncc(Cc4ccccc4)cn3)CC2)c1	3	-7	13	1	2	8	4	6	1	4
COc1cc(NC(=O)C2CCCN(S(=O)(=O)c3ccc(Cl)s3)C2)cc(OC)c1 (stereo not drawn)	-10	/	5	-3	7	/	-2	10*	2	6
Cc1cccc(-n2c(SCC(=O)NCc3ccc4c(c3)OCO4)nc3ccccc3c2=O)c1	2	10	-4	0	7	5	-3	-4	-2	-9
C/C=C(\C)C(=O)N1CC2(CC(c3cccc(NC(=O)COc4ccc(Cl)cc4)c3)=NO2)C[C@@H]1C(N)=O (stereo partly drawn)	-5	2	85*	-1	4	5	0	-3	0	3
CN(CC(=O)NCC1CCCCC1)S(=O)(=O)c1ccc(Cl)cc1	-2	-5	-4	7	5	-8	-1	-2	-3	12
CC(C)N(C(=NCc1ccccc1)NC(=O)c1ccccc1)C(C)C	-1	-1	-7	0	0	0	2	-3	0	4
COc1cc2nc(C3CCC3)n(N)c(=O)c2cc1OC	-6	8	2	1	6	1	1	-2	0	4
